Screens: PubChem BioAssay, several laboratories
DAX1 inh-1 – blocks DAX1 repression of SF-1 activated StAR promoter; HEK293T StAR-luciferase reporter, SF-1/DAX-1 repression relief; inhibition, % at 6.8 µM; hit rate 1.1% among 370,000; AID 652010;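 active = inhibition above the mean over all tested compounds plus 3 SD, cut at about 3.6% in these data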;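 note: 0% = DAX-1 cells with DMSO and 100% = cells lacking DAX-1 with DMSO; higher inhibition means more luminescence from relief of DAX-1 repression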
FXN GAA850 act – increases GAA850 frataxin promoter reporter activity; HEK293 lucGAA850 FXN promoter luciferase reporter, 24 h; percent of 10 µM SAHA response; activation, % at 6 µM; hit rate 0.56% among 360,000;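 active = activation above the average of all compounds screened plus 3 SD, cutoff fixed separately per campaign, cut at about 7.5% in these data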;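 note: 0% = DMSO wells and 100% = 10 µM SAHA wells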
SMARCA2 activ – increases SMARCA2 function in MMTV reporter cells; MG213 cells, MMTV-luciferase reporter, dexamethasone, overnight; AID 652017; hit rate 1% among 370,000; activation, % at 9.1 µM; in the data active = activation above about 7.8%;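 note: 0% = vehicle wells and 100% = reference activator wells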
Rev-erbA mod – modulators of human Rev-erb alpha DNA binding; P20393; Rev-erbα–FITC-DNA binding, fluorescence polarization, 90 min; activity, % at 10 µM; hit rate 0.79% among 370,000; AID 1259318;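 active = activity above about 14%, limit read from the data; passing the limit was not always enough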;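 note: 0% = DMSO wells with 35 nM protein and 100% = DMSO wells with 750 nM protein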
Target sequence (P20393 whole entry, looked up): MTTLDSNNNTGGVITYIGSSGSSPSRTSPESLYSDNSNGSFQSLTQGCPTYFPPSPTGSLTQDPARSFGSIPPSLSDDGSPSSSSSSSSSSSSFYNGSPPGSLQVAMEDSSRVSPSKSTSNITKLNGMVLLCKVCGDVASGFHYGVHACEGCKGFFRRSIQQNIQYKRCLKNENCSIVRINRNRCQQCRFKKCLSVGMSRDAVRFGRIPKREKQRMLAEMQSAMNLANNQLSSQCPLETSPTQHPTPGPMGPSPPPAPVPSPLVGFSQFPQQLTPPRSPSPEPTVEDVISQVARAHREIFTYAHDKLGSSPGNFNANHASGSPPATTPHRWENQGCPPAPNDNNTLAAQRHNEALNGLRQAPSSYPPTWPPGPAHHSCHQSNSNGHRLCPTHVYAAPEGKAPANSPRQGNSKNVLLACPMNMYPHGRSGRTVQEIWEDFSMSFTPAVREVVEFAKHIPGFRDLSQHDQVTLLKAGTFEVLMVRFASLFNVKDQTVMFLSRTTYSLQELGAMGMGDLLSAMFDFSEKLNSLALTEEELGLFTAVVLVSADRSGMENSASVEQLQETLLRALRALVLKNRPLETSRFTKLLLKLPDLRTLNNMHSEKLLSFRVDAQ
sPLA2-III inh – Blocks human group III sPLA2 activity. Q9NZ20. QFRET BODIPY PC-A2 liposome hydrolysis, fluorescence. inhibition, % at 12.2 µM. hit rate 0.56% among 370,000. AID 743126;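 active = inhibition above mean plus 3 SD of compounds lying within the high and low control bounds, cut at about 19% in these data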;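 note: 0% = median of test compound wells and 100% = no enzyme DMSO wells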
Target sequence (Q9NZ20 whole entry, looked up): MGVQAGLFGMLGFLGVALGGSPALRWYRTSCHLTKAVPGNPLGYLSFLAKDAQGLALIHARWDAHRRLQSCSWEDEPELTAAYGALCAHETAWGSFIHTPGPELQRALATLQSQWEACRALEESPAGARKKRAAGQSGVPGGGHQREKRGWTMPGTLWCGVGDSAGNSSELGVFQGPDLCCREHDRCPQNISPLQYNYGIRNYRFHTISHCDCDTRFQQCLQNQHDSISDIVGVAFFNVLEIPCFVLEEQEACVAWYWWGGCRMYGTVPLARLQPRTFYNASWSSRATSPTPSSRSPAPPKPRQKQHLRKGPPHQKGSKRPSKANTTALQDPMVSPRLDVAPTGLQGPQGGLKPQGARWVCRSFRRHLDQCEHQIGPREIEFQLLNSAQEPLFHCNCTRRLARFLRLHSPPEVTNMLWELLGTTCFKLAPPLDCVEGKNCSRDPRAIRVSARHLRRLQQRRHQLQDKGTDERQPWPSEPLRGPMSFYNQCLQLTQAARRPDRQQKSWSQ
PLCb3 inh – inhibitors of human phospholipase C beta3; AID 720704; inhibition, % at 12.2 µM; hit rate 0.18% among 370,000; Purified PLC-beta3, fluorogenic substrate, fluorescence; Q01970; in the data active = inhibition above about 11%;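 note: 0% = median of compound wells on plate and 100% = full blocker control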
DAX1 inh-2 – inhibitors of human orphan nuclear receptor DAX1 (NR0B1); AID 504766; inhibition, % at 6.75 µM; hit rate 0.99% among 340,000; HEK293 Gal4-DAX1 luciferase reporter, luminescence; P51843;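 active = inhibition above the mean over all tested compounds plus 3 SD, cut at about 4.2% in these data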;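 note: 0% = DAX1-transfected cells with DMSO and 100% = empty-vector control cells with DMSO; inhibition shows as a rise in luminescence from relieved DAX1 repression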
hcDAF12 agonist – activators of H. contortus DAF-12 nuclear receptor; activation, % at 6.8 µM; hit rate 1.4% among 370,000; AID 652067; HEK293 hcDAF-12 lit1-tk-luc reporter, luminescence; 0% DMSO, 100% Δ7-dafachronic acid;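 active = activation above the mean of all tested compounds plus 3 SD, cut at about 5.5% in these data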;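 note: 100% = response to 3 µM Δ7-dafachronic acid high control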
hgDAF12 agonist – activates the H. glycines DAF-12 receptor ligand-binding domain; HEK293 GAL4-hgDAF12 UAS-luciferase reporter, agonist luminescence; normalized to butyrate control; activation, % at 6.8 µM; hit rate 1.8% among 370,000;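 active = activation above a cutoff set at the mean of all screened compounds plus 3 SD, cut at about 10% in these data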;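 note: 0% = DMSO wells and 100% = sodium butyrate wells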
ssDAF12 agonist – activators of S. stercoralis DAF-12 nuclear receptor. activation, % at 6.8 µM. AID 652126. HEK293 ssDAF-12/GRIP1 lit1-tk-luc reporter, luminescence; % of 3 µM dafachronic acid response. hit rate 1% among 370,000;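 active = activation above the mean over all tested compounds plus 3 SD, cut at about 0.9% in these data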;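 note: 0% = DMSO-only wells and 100% = 3 µM delta7-dafachronic acid wells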
PG9 binder – small molecules binding HIV-1 gp120 antibody PG9; TR-FRET gp120-PG9 antibody binding; inhibition, % at 6.7 µM; hit rate 0.43% among 360,000; AID 624416; in the data active = inhibition above about 8.5%
The depositor's hits bear a star; i = inactive; nt = not tested or not shown.

SMILES | DAX1 inh-1 | FXN GAA850 act | SMARCA2 activ | Rev-erbA mod | sPLA2-III inh | PLCb3 inh | DAX1 inh-2 | hcDAF12 agonist | hgDAF12 agonist | ssDAF12 agonist | PG9 binder
Cc1ccc(-c2noc(CCC(=O)Nc3ccc4c(c3)OCO4)n2)cc1 | -0.8 | 1.5 | -2.4 | -4.4 | 9.2 | -2.3 | -0.2 | -1.7 | 0.0 | -1.6 | -0.6
CCCN(C)C[C@H]1Oc2cc(C#Cc3ccc(F)cc3)ccc2S(=O)(=O)N([C@H](C)CO)C[C@@H]1C | -0.4 | 0.1 | -4.0 | -8.2 | -5.5 | -9.5 | -0.1 | 0.7 | 1.5 | -1.0 | -1.3
O=C(NC1CCCCC1)c1cccnc1Sc1ccccc1 | -0.1 | 3.0 | -0.1 | 1.8 | 4.1 | -2.5 | 1.2 | -0.9 | -1.0 | -1.3 | -0.4
CCCCNC(=O)c1nc(-c2cnc(C)cn2)oc1-c1ccc(Cl)cc1 | -0.2 | nt | -4.8 | -0.7 | -4.3 | -132.4 | nt | -1.1 | 1.1 | -0.5 | -0.1
O=C(Nc1ccncc1)c1ccc(Cl)c(S(=O)(=O)N2CCc3ccccc32)c1 | -8.0 | -2.4 | -3.9 | -0.3 | -16.4 | -1.1 | -4.7 | -3.8 | -7.8 | -2.0 | -2.5
CCOc1cc(C(=O)OC(C)C(=O)Nc2ccc(S(N)(=O)=O)cc2)ccc1OCC(=O)N1CCOCC1 (stereo unspecified) | 1.0 | -0.7 | 3.0 | 1.2 | -0.1 | -1.8 | -0.6 | -0.4 | 1.3 | -0.8 | -0.5
COc1ccc(-n2nc(C(=O)NCC(=O)N3CCCCCC3)c3ccccc3c2=O)cc1OC | 0.0 | 1.8 | 1.1 | -2.6 | 0.2 | -41.0 | 0.7 | 0.1 | 0.6 | -0.8 | -3.5
COc1ccccc1N(CC(=O)NCC1CCCO1)C(=O)CNS(=O)(=O)c1ccc(Cl)cc1 (stereo unspecified) | -0.2 | 1.3 | -1.6 | -1.1 | 0.0 | -6.6 | 0.2 | -1.7 | -3.2 | -1.5 | -0.4
COc1ccc(NC(=O)c2oc3ccccc3c2NC(=O)C2CC2)c(OC)c1 | 0.0 | 0.5 | -1.6 | 11.8 | 6.2 | -9.9 | 0.4 | -1.3 | 0.1 | -0.2 | 0.1
CCOc1ccccc1NC(=O)CN1c2cccc3cccc(c23)S1(=O)=O | -0.5 | 2.6 | 0.1 | 4.7 | -3.8 | -304.0 | 0.9 | -1.6 | -3.2 | -1.1 | 3.1
O=C(CN1C(=O)c2ccccc2S1(=O)=O)Nc1ccc(S(=O)(=O)N2CCCCC2)cc1 | -0.5 | 0.9 | -2.1 | -6.2 | -19.7 | -1.6 | 0.2 | -0.7 | 0.7 | -0.7 | 0.3
COC(=O)[C@H](CC(C)C)N(Cc1cn(Cc2ccccc2)nn1)S(=O)(=O)c1ccccc1Br | -0.9 | nt | -4.0 | -5.7 | -7.5 | 0.1 | nt | -1.8 | 1.2 | -1.6 | nt
Cc1cc(=O)n2nc(N3CCCC3C(=O)Nc3ccc(C(C)C)cc3)sc2n1 (stereo unspecified) | -0.5 | -1.8 | 0.0 | -0.7 | -4.2 | 0.2 | 1.4 | -1.3 | -1.3 | -1.2 | -3.2
COc1ccc(C2=NS(=O)(=O)N(C)C(C(=O)Nc3ccc(C)cc3)=C2)cc1 | -1.0 | -2.4 | -0.6 | -1.3 | -9.5 | -3.7 | 1.2 | -1.0 | -0.7 | -1.1 | -0.3
CCCc1cnc(Nc2nc(C(N)Cc3ccc(OC)cc3)cs2)nc1 (stereo unspecified) | -2.2 | 0.8 | -0.5 | -1.4 | 7.3 | 4.2 | nt | -1.6 | 1.1 | -0.7 | 0.9
COCC(=O)N[C@H]1C=C[C@@H](CC(=O)NCc2ccccc2OC)O[C@@H]1CO | 0.2 | nt | -0.7 | -2.9 | 3.1 | 0.4 | nt | 0.3 | 0.1 | -1.1 | -0.9
Cc1ccccc1CC1(CO)CCCN(C(=O)c2ccc3ncccc3c2)C1 (stereo unspecified) | 0.5 | 3.9 | -0.3 | 0.6 | -5.1 | -3.2 | 0.0 | -1.7 | 6.0 | -1.2 | -0.7
COc1cc(OC)c(OC)cc1C#N | -0.1 | 1.4 | 0.7 | 0.4 | 5.7 | 4.9 | -0.1 | -1.3 | -0.8 | -1.5 | 0.5
C#CCOCCOCCOCCNc1nc(N2CCN(C(=O)C([C@@H](C)O)n3cc([C@@H](N)CCCCN)nn3)CC2)nc(N2CCN(C(=O)[C@H](CC(N)=O)n3cc([C@@H](N)C(C)C)nn3)CC2)n1 (stereo partly specified) | -0.2 | 0.3 | 2.8 | 0.9 | -0.6 | 2.6 | -0.4 | 0.6 | 3.5 | -0.5 | 0.8
O=C(CCc1nnc(CCCCc2ccccc2)o1)NC(c1cccnc1)C(F)(F)F (stereo unspecified) | -0.3 | -0.5 | 6.7 | 1.8 | -3.6 | -2.2 | -1.1 | -1.6 | 1.6 | -1.8 | -0.3
CCOC(=O)c1c(NC(=O)CSc2nc3ccc(C)cc3[nH]2)sc2c1CC(C)(C)NC2(C)C | -1.0 | 0.4 | 0.8 | -0.9 | -33.5 | -7.2 | -2.1 | -0.3 | -2.0 | -0.7 | -1.3
O=C(N/N=C/c1cccs1)c1ccc(NC(=O)c2ccccc2Cl)cc1 | -0.6 | -1.0 | -4.4 | 1.8 | -2.3 | -0.4 | -0.5 | -2.4 | -2.5 | -1.0 | -1.5
O=C(COC(=O)C1CC1)NCCNC(=O)COC(=O)C1CC1 | -0.2 | -1.2 | 0.6 | -2.7 | 2.2 | -5.0 | 0.8 | 0.5 | 1.1 | -1.5 | 1.6
O=C(Nc1ccc2c(c1)OCCO2)c1ccc(Br)o1 | 2.4 | 1.8 | 5.5 | -5.0 | -5.6 | 0.3 | 0.6 | 4.1 | 12.4* | 0.1 | -0.3
CC1C(c2ccccc2)N(C)C(c2ccccc2)CC1(O)c1ccccc1 (stereo unspecified) | -0.4 | 2.2 | -2.6 | 1.5 | -11.5 | -2.1 | 0.2 | -1.2 | -2.6 | -1.0 | 0.6
COc1ccc(C2=NS(=O)(=O)N(C)C(C(=O)NCc3ccccn3)=C2)cc1OC | -1.3 | 0.0 | -0.2 | 2.2 | -0.5 | -16.9 | 1.7 | 1.5 | -3.8 | -0.2 | -1.2
O=C1NCC(O)=C1C=Nc1ccccc1O | -0.7 | 2.7 | -2.4 | -0.4 | -2.8 | -12.9 | 0.6 | 0.3 | -0.7 | -1.1 | -2.4
O=C(Nc1ccc(NC(=S)NC(=O)c2cccs2)cc1)c1ccccc1 | -0.3 | -0.7 | -5.1 | -0.6 | 14.7 | 0.7 | -1.3 | -0.4 | 0.4 | -1.3 | 2.4
CCOc1cc2c(cc1OCC)C(c1ccc(C(=O)O)cc1)NCC2 (stereo unspecified) | -0.2 | -0.5 | 3.1 | 0.6 | 0.4 | -4.8 | -0.3 | 1.3 | 3.5 | -0.4 | -0.3
Cc1csc(CCc2nc(C)cs2)n1 | -0.2 | 0.7 | -3.0 | 1.2 | -1.5 | -0.3 | -0.5 | -1.1 | -0.5 | -0.8 | -1.3
CC1(C)CC(=O)c2cnc(NC(=O)C3CCCC3)nc2C1 | 0.1 | 1.9 | 0.7 | -4.1 | 1.6 | -0.1 | 0.6 | -0.1 | -0.9 | -0.8 | -1.3
CNc1cncc(-c2ccc(OCCCN(C)C)nc2)n1 | 0.1 | 1.3 | 0.8 | -2.5 | 2.5 | i | nt | -0.1 | 6.5 | -1.0 | -0.5
CC(C(=O)Nc1ccccc1)N(c1cccc(Cl)c1)S(C)(=O)=O (stereo unspecified) | -0.1 | -1.3 | -0.8 | -0.2 | -11.1 | -0.8 | 1.3 | -0.7 | 1.5 | -1.4 | -0.8
O=C1CN(C(=O)COC(=O)Cc2ccccc2F)c2ccccc2N1 | 0.7 | 1.9 | -4.6 | -6.2 | 10.2 | -5.6 | -0.5 | 0.3 | 0.4 | -0.7 | 2.7
O=C(CSc1ncccn1)Nc1ccc2c(c1)OCO2 | 0.2 | 0.4 | -0.7 | -6.6 | 15.8 | -3.0 | 0.2 | 0.9 | 0.3 | -0.2 | -2.2
O=C(CNC(=O)c1ccc(Br)cc1)c1ccc(Br)cc1 | 0.3 | -0.1 | -2.0 | -4.2 | 2.4 | -3.7 | -1.8 | -0.3 | -1.4 | -1.4 | 11.2*
CC(=O)Nc1ccc(S(=O)(=O)N2CCc3ccccc3C2CC(=O)O)cc1 (stereo unspecified) | -0.1 | 0.3 | -1.5 | -4.2 | 4.4 | -5.0 | 0.2 | 0.6 | -1.2 | -0.1 | -0.6
O=C(O)Cn1cc(/C=N/NC(=O)c2cc3cc(Br)ccc3o2)c2ccccc21 | 0.5 | 2.8 | 0.0 | 5.7 | -12.5 | i | 1.0 | 0.5 | 1.7 | -0.6 | -3.3
O=C(CN1C(=O)NC2(CCOc3ccccc32)C1=O)c1ccc(Br)cc1 (stereo unspecified) | -2.6 | 1.0 | -1.7 | 0.9 | -5.8 | -5.4 | 1.4 | 2.1 | 0.1 | -0.9 | -1.6
COc1cc(SC)ccc1C(=O)Nc1nc(C)cc(C)n1 | 0.1 | 2.6 | -2.9 | 6.2 | -0.7 | -9.3 | 1.9 | -0.3 | -2.5 | -1.3 | -1.7

With a hit mark in PG9 binder, among the entries above:
SMILES,DAX1 inh-1,SMARCA2 activ,Rev-erbA mod,sPLA2-III inh,PLCb3 inh,DAX1 inh-2,hcDAF12 agonist,ssDAF12 agonist,PG9 binder
O=C(CNC(=O)c1ccc(Br)cc1)c1ccc(Br)cc1,0.3,-2.0,-4.2,2.4,-3.7,-1.8,-0.3,-1.4,11.2*

Next compounds:
SMILES | DAX1 inh-1 | FXN GAA850 act | SMARCA2 activ | Rev-erbA mod | sPLA2-III inh | PLCb3 inh | DAX1 inh-2 | hcDAF12 agonist | hgDAF12 agonist | ssDAF12 agonist | PG9 binder
CCOc1ccc2nc(NC(=O)CSc3nc4cccnc4n3C)sc2c1 | 0.0 | 2.4 | -2.5 | -5.5 | 10.0 | 9.9 | 0.3 | 1.2 | 3.6 | -1.4 | -0.9
COc1cc(NC(=O)CSc2nnc(-c3ccncc3)o2)cc(OC)c1OC | -1.3 | -0.4 | -2.2 | -0.3 | 5.0 | -7.4 | -0.1 | -1.2 | 3.4 | -1.2 | 0.9
CCN(CC)C(=O)C1CCCN(C(=O)Nc2ccc(NC(=O)N3CCCC(C(=O)N(CC)CC)C3)cc2)C1 (stereo unspecified) | 0.7 | 0.9 | -1.5 | 3.0 | 2.0 | 3.1 | 0.1 | -0.4 | 0.9 | -0.6 | 0.4
CCN(CC)S(=O)(=O)c1cccc(C(=O)N/N=C/c2cccc(O)c2O)c1 | -2.3 | -4.3 | -0.1 | 1.3 | 22.6* | -30.8 | -1.1 | -3.9 | -8.7 | -0.7 | -3.6
CCCCOC(=O)C[N+](C)(C)CCOC1CC2CCC1(C)C2(C)C (stereo unspecified) | -0.6 | 6.4 | -4.1 | -1.7 | -5.0 | 6.3 | -1.5 | -1.3 | 0.9 | -1.8 | 0.4

Compounds were not picked by outcome. About 7% of those tested had a hit in this group.
